GPT2 inhibitor – blocks human glutamate pyruvate transaminase 2; AID 1671188; Recombinant GPT2, coupled pyruvate oxidase/HRP Amplex Red fluorescence; Potency, µM (top dose mostly 57.7 µM), without a hit: at the highest dose activity change, negative = inhibition, most hits filed as inhibitors; 0.25% of 100,000 active; Q8TD30; also: potency is read from the fitted curve at half-maximal effect; nearly all actives have a fitted effect of over 60% in size; many of its hits are not listed in these tables
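Fluorescence of coupled pyruvate oxidase/HRP/Amplex Red system (50uM Amplex, 30 min, dark) reports pyruvate formed by GPT2. Enzyme reaction: 10ng/uL GPT2, 2mM L-alanine, 250uM a-KG, 30 min room temperature, pH 7.5; 50uM AOA control.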
SNCA expr inhib – inhibitors of alpha-synuclein (SNCA) gene expression; HEK-293 SNCA-luciferase knock-in, luminescence, 24 h; Potency, µM (top dose mostly 57.2 µM), without a hit: at the highest dose activity change, negative = inhibition, usual class: inhibitors; 0.17% of 140,000 active;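 also: potency is read from the fitted curve at half-maximal effect; plate controls were DMSO cells for no effect and cell-free wells for full effect; nearly all actives have a fitted effect of over 45% in size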
IP6K1 inhibitor – blocks human inositol hexakisphosphate kinase 1 | 0.81% of 140,000 active | AID 1645851 | IP6K1 kinase, ADP-Glo luminescence, 2 h; stronger effect = lower value | activity change, % (series mostly up to about 58 µM); in the data active = activity change below about -25%
Target sequence (Q92551 whole entry, looked up): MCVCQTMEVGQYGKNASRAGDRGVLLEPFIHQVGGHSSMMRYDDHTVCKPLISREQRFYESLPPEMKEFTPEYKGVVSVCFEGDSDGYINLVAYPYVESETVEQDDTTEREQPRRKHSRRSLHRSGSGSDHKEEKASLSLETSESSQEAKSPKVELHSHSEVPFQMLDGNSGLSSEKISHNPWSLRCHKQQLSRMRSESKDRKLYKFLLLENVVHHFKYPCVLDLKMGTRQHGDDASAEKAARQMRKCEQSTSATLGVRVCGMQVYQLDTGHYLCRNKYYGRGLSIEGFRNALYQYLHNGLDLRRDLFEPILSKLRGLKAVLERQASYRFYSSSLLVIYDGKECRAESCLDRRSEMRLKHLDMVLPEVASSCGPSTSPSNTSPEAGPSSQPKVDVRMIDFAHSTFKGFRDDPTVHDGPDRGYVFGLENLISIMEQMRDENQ
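ADP-Glo luminescence measures ADP made by human IP6K1 during a 2 h RT reaction with ATP/IP6 (mix at 1.3 mM/130 uM); top library doses 57.5 and 19.1 uM final.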
NIH3T3 tox – NIH 3T3 cell cytotoxicity; 4.3% of 94,000 active; NIH 3T3 viability, CellTiter-Glo ATP luminescence, 48-72 h; Potency, µM (top dose mostly 96.7 µM), for the others: at the highest dose activity change, negative = cytotoxicity, most hits filed as inhibitors; AID 1345082; also: potency is read from the fitted curve at half-maximal effect; nearly all actives have a fitted effect of over 55% in size
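First NIH 3T3 cells are plated at 400 cells/well; next compound is pinned in; then plates incubate 48 or 72 hr at 37 °C; finally CellTiter-Glo is added and luminescence read after 10 min.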
HEK293 viab – reduces viability of HEK-293 SNCA reporter cells. HEK-293-SNCA-luc viability, GF-AFC fluorescence, 24 h. Potency, µM (top dose mostly 57.1 µM), for inactives: at the top dose activity change, negative = cytotoxicity, usual class: cytotoxic. 0.12% of 150,000 active;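 also: potency is read from the fitted curve at half-maximal effect; 0% = DMSO-treated cells and -100% = medium-only wells without cells; nearly all actives have a fitted effect of over 30% in size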
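HEK-293-SNCA-luc cells (1500/well) plated 24 h, then exposed 24 h to a dilution series; GF-AFC added 30 min at 37C, fluorescence 405/540 nm; normalised to medium-only and DMSO wells, Hill fit.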
FLuc inh – blocks purified firefly luciferase enzyme activity; P08659; purified P. pyralis luciferase, luminescence, biochemical; Potency, µM (top dose mostly 115 µM), inactives show at the highest dose activity change, negative = inhibition, most hits filed as inhibitors; 2.5% of 76,000 active; also: potency is read from the fitted curve at half-maximal effect; nearly all actives have a fitted effect of over 65% in size
Target sequence (P08659 whole entry, looked up): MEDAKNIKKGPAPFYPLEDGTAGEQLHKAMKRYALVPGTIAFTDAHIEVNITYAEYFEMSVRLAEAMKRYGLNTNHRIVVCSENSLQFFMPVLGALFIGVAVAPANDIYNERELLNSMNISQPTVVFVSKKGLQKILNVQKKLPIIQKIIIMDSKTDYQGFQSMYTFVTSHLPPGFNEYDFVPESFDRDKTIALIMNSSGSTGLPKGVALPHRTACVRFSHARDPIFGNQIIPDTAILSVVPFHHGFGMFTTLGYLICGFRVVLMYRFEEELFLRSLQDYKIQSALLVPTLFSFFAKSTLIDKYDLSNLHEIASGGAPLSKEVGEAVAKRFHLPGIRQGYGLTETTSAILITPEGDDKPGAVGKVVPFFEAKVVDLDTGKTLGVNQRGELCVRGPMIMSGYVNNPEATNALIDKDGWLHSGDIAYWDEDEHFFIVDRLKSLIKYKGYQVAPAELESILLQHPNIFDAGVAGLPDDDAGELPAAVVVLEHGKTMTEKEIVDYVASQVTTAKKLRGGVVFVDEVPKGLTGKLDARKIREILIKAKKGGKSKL
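Biochemical qHTS: compound (6-point titration) added to 10uM D-luciferin plus 10uM ATP in Tris acetate pH 7.5 buffer with Mg, Tween-20 and BSA, then purified enzyme at 10nM; light output imaged.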
HEK293 tox – cytotoxic compounds in HEK 293 cells; HEK 293 viability, ATP luminescence (CellTiter-Glo), 48-72 h; Potency, µM (top dose mostly 115 µM), inactives show top-dose activity change, negative = cytotoxicity, hits mostly inhibitors; 6.6% of 94,000 active; also: potency is read from the fitted curve at half-maximal effect; nearly all actives have a fitted effect of over 60% in size
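HEK 293 seeded at 250 cells/well receive compound via pintool. After 48 or 72 hr at 37 degree Celsius, 5% CO2 and 95% humidity, CellTiter-Glo is dispensed and luminescence read following 10 min at room temperature.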
* marks the source's active call; other numbers are inactive results; [ ] = remark or other dose. Unless noted, calls follow the shape of the dose curve; as a rule, active = well fitted curve in the direction sought with a large enough effect; inconclusive = small, poorly fitted or top-dose-only effect, or another doubt; inactive = no such curve, though single readings can be large; an effect the other way counts as inactive or inconclusive. Unless noted, % is scaled to controls: 0 for no effect and ±100 for the full control effect. An excerpt, so the mix of outcomes need not match the whole.

Screening CCN(Cc1ccccc1)C(=O)C1CCCCC(=O)N1C (configuration not stated) returned GPT2 inhibitor inactive, SNCA expr inhib -6.3%, IP6K1 inhibitor 7.5, NIH3T3 tox -5.2%, HEK293 viab 9.4%, FLuc inh 0.0% and HEK293 tox 16.8%.
Cc1ccccc1C(=O)N1CCCC2(CNc3ncccc3[S+](=O)([O-])N2)C1 (configuration not stated) was read as IP6K1 inhibitor 3.6, NIH3T3 tox -12.7% and HEK293 tox -18.2%.
For COc1ccc(-c2noc(CC3CCN(C(=O)COc4cccc(C)c4)CC3)n2)cc1 the results were GPT2 inhibitor inactive, SNCA expr inhib inconclusive, IP6K1 inhibitor -6.0, NIH3T3 tox inconclusive, HEK293 viab -11.1%, FLuc inh -14.9% and HEK293 tox inconclusive.
CCC1(N2CCN(C(=O)c3ccccc3OC(F)(F)F)CC2)CCN(S(C)(=O)=O)C1 (configuration not stated) was read as GPT2 inhibitor -5.2%, SNCA expr inhib 48.2%[activator], IP6K1 inhibitor -2.2, NIH3T3 tox -8.0%, HEK293 viab 5.9%, FLuc inh -21.2% and HEK293 tox -26.1%.
For Cc1ccc(CNC(=O)CSCc2nc(-c3cccc(C)c3)oc2C)cc1 the results were SNCA expr inhib 9.0%, IP6K1 inhibitor -1.1 and HEK293 viab -5.1%.
For Cc1cccc(N2CCN(c3nc4ccccc4c4nc(-c5cccnc5)nn34)CC2)c1C the results were SNCA expr inhib inconclusive, IP6K1 inhibitor 34.2 and HEK293 viab 1.5%.
`CN(C)c1nccnc1OC1CCN(S(=O)(=O)Cc2ccccc2)C1` (configuration not stated) gave GPT2 inhibitor inactive, SNCA expr inhib 10.9%, IP6K1 inhibitor -1.1, NIH3T3 tox -9.2%, HEK293 viab -3.8%, FLuc inh -13.9% and HEK293 tox inconclusive.
`O=C(Nc1ccc(OC(F)(F)F)cc1)C(Cc1ccccc1)NS(=O)(=O)c1cccc2nsnc12` (configuration not stated) gave SNCA expr inhib inconclusive, IP6K1 inhibitor 30.7 and HEK293 viab -16.6%.
For CCN(CC)CCNC(=O)c1sc2nc(C)cc(C)c2c1-n1cccc1 the results were SNCA expr inhib -21.3%, IP6K1 inhibitor 7.8 and HEK293 viab -17.1%.
For OC1(CNc2cc(C(F)(F)F)nc(N3CCCC3)n2)CCCNCC1 (configuration not stated) the results were GPT2 inhibitor inconclusive, SNCA expr inhib 1.0%, IP6K1 inhibitor 1.5, NIH3T3 tox -21.9%, HEK293 viab 3.7%, FLuc inh 2.9% and HEK293 tox inconclusive.
CC1(C)CN(C(=O)c2cnc(N3CCOCC3)nc2)C[C@]1(C)O was read as GPT2 inhibitor -13.6%, SNCA expr inhib 0.7%, IP6K1 inhibitor 20.9, NIH3T3 tox -0.8%, HEK293 viab 6.5%, FLuc inh 0.0% and HEK293 tox -4.7%.
COc1ccc(OC)c(C2NC(=O)NC(C)=C2C(=O)Nc2cc(C)cc(C)c2)c1 (configuration not stated) was read as SNCA expr inhib 35.4%[activator], IP6K1 inhibitor 7.4 and HEK293 viab -12.9%.

Reprinted at random: 3 compounds from above.
Cc1ccccc1C(=O)N1CCCC2(CNc3ncccc3[S+](=O)([O-])N2)C1 (configuration not stated) was read as IP6K1 inhibitor 3.6, NIH3T3 tox -12.7% and HEK293 tox -18.2%.
For COc1ccc(-c2noc(CC3CCN(C(=O)COc4cccc(C)c4)CC3)n2)cc1 the results were GPT2 inhibitor inactive, SNCA expr inhib inconclusive, IP6K1 inhibitor -6.0, NIH3T3 tox inconclusive, HEK293 viab -11.1%, FLuc inh -14.9% and HEK293 tox inconclusive.
COc1ccc(OC)c(C2NC(=O)NC(C)=C2C(=O)Nc2cc(C)cc(C)c2)c1 (configuration not stated) was read as SNCA expr inhib 35.4%[activator], IP6K1 inhibitor 7.4 and HEK293 viab -12.9%.

The list continues:
`CC(C)C(NC(=O)c1cn(C2CCC(N)CC2)nn1)c1nc(C2CC2)no1` (configuration not stated) gave GPT2 inhibitor 1.5%, SNCA expr inhib 8.5%, IP6K1 inhibitor 0.0, NIH3T3 tox -16.9%, HEK293 viab 0.8%, FLuc inh 0.6% and HEK293 tox -12.2%.
Screening c1ccc(C(CCn2cncn2)n2ccnc2-c2cc3n(n2)CCNC3)cc1 (configuration not stated) returned GPT2 inhibitor -5.2%, SNCA expr inhib 8.2%, IP6K1 inhibitor 5.0, NIH3T3 tox -0.8%, HEK293 viab 1.0%, FLuc inh 9.5% and HEK293 tox inactive.
Screening CCC(C)NC(=O)c1ccc2c(c1)CC(=O)N2Cc1ccccc1 (configuration not stated) returned GPT2 inhibitor inconclusive, SNCA expr inhib 24.2%, IP6K1 inhibitor 3.6, NIH3T3 tox -20.2%, HEK293 viab inconclusive, FLuc inh -6.0% and HEK293 tox -16.8%.
COc1ccc(N(Cc2cc3cc(OC)ccc3[nH]c2=O)C(=O)c2cccc(Cl)c2)cc1 was read as SNCA expr inhib 8.4%, IP6K1 inhibitor -6.6 and HEK293 viab 15.2%.
Screening COCCN1CCCN(C(=O)c2cccc(F)c2)c2ccccc21 returned GPT2 inhibitor -28.2%, SNCA expr inhib -1.8%, IP6K1 inhibitor 6.1, NIH3T3 tox -30.0%, HEK293 viab 8.5%, FLuc inh -15.6% and HEK293 tox inconclusive.
`CCc1nc2c(c(-c3ccc(O)cc3)n1)CN(Cc1ccccc1)CCC2` gave GPT2 inhibitor -2.9%, SNCA expr inhib -9.5%, IP6K1 inhibitor 10.0, NIH3T3 tox inconclusive, HEK293 viab -1.5%, FLuc inh 7.9% and HEK293 tox inconclusive.
Screening CS(=O)(=O)N1CCC(OC2CCN(S(=O)(=O)c3ccccc3)CC2)CC1 returned GPT2 inhibitor inactive, SNCA expr inhib 20.1%, IP6K1 inhibitor -11.8, NIH3T3 tox -22.2%, HEK293 viab 0.0%, FLuc inh -6.0% and HEK293 tox -5.9%.
CN(C)c1ccc(-n2c(CCC(=O)O)ccc2-c2ccccc2)cc1 was read as SNCA expr inhib 11.2%, IP6K1 inhibitor 3.3 and HEK293 viab 0.4%.
`CC(C)c1nc(CCn2cc(-c3cncnc3)nn2)cs1` gave GPT2 inhibitor 0.5%, SNCA expr inhib 12.8%, IP6K1 inhibitor 20.3, NIH3T3 tox -10.5%, HEK293 viab -3.9%, FLuc inh -3.2% and HEK293 tox -6.9%.
For O=C(NC1CCCN(c2cc(-c3ccccc3)[nH]n2)C1)c1cccc2[nH]ccc12 (configuration not stated) the results were GPT2 inhibitor -19.3%, SNCA expr inhib -16.1%, IP6K1 inhibitor 11.2, NIH3T3 tox inconclusive, HEK293 viab inconclusive, FLuc inh inconclusive and HEK293 tox inconclusive.
For O=C(C=Cc1ccc(/C=C/C(=O)Nc2ccc(C3=NCCN3)cc2)cc1)Nc1ccc(C2=NCCN2)cc1 the results were GPT2 inhibitor -7.0%, SNCA expr inhib inconclusive and HEK293 viab 4.4%.
For COc1ccc(NC(=O)Cc2c[nH]c3ncc(-c4cnn(C)c4)cc23)cn1 the results were GPT2 inhibitor inactive, SNCA expr inhib 36.7%[activator][87.6 µM], IP6K1 inhibitor -20.8, NIH3T3 tox 50.1µM*, HEK293 viab -11.6%[87.6 µM], FLuc inh 1.1%[172 µM] and HEK293 tox -9.4%[172 µM].
O=C(c1ccccc1)N1CCC2(CC1)CC(N(Cc1ccccc1)C1CC1)CCO2 (configuration not stated) was read as GPT2 inhibitor inactive, SNCA expr inhib -5.2%, IP6K1 inhibitor 9.6, NIH3T3 tox inconclusive, HEK293 viab -13.2%, FLuc inh -4.1% and HEK293 tox inconclusive.
`O=C(Nc1ccc([C@@H](O)[C@H]2COCC(=O)N2Cc2cccnc2)cc1)c1ccccc1` gave GPT2 inhibitor -3.2%[88.5 µM], SNCA expr inhib -5.6%[87.6 µM], IP6K1 inhibitor 8.9, NIH3T3 tox -5.6%[174 µM], HEK293 viab 3.1%[87.6 µM], FLuc inh 7.4%[172 µM] and HEK293 tox -2.9%[172 µM].
`Cc1ccc(/C=C(\C#N)c2nc3ccccc3c(=O)[nH]2)cc1` gave SNCA expr inhib -6.2%, IP6K1 inhibitor -9.7 and HEK293 viab 9.7%.
For Cc1cc(C)n2nc(SCC(=O)Nc3ccc(O)cc3)nc2n1 the results were SNCA expr inhib -11.9%, IP6K1 inhibitor 17.0 and HEK293 viab 8.8%.
`CCOC(=O)c1ccc(NC(=O)CSc2cn(CC(=O)N3CCCC3)c3ccccc23)cc1` gave SNCA expr inhib -7.3%, IP6K1 inhibitor 0.8 and HEK293 viab 1.5%.
`O=C(/C=C/c1cn(CC(O)CN2CCCCCC2)c2ccccc12)c1ccccc1` (configuration not stated) gave SNCA expr inhib 31.3%[activator], IP6K1 inhibitor 19.7 and HEK293 viab 15.2%.
For CCN1C(=O)C2(CCN(C(=O)CC(C)C)CC2)c2ccccc21 the results were GPT2 inhibitor 0.3%, SNCA expr inhib 35.7%[activator], IP6K1 inhibitor 1.3, NIH3T3 tox -16.4%, HEK293 viab -1.5%, FLuc inh -10.4% and HEK293 tox -9.9%.
For CC(C)Oc1cccc2c1c(NC(=O)C1CCOCC1)nn2C the results were GPT2 inhibitor inactive, SNCA expr inhib 7.9%, IP6K1 inhibitor -2.4, NIH3T3 tox -5.5%, HEK293 viab 0.9%, FLuc inh -1.2% and HEK293 tox 0.7%.
`COc1cccc(CNC(=O)CN2C(=O)NC3(CCS(=O)(=O)CC3)C2=O)c1` gave GPT2 inhibitor 3.5%, SNCA expr inhib 8.1%, IP6K1 inhibitor 5.6, NIH3T3 tox -3.7%, HEK293 viab -28.3%, FLuc inh -7.8% and HEK293 tox -4.2%.
`O=C(NCC1CCN(Cc2ccc(F)cc2)CC1)c1cc2ccc3cccnc3c2[nH]1` gave SNCA expr inhib -9.5%, IP6K1 inhibitor 13.4 and HEK293 viab -11.5%.
Screening O=C(NCCc1ccccc1F)c1nc2sccn2c1-c1ccncc1 returned GPT2 inhibitor inactive, SNCA expr inhib 8.4%[87.6 µM], IP6K1 inhibitor 3.7, NIH3T3 tox inconclusive, HEK293 viab -3.1%[87.6 µM] and HEK293 tox inconclusive.
For CCOC(=O)CCc1c(C)nc2cc(-c3cc(OC)cc(OC)c3)[nH]n2c1=O the results were SNCA expr inhib 53.6%[activator], IP6K1 inhibitor 2.5 and HEK293 viab 12.3%.
For O=C(NCc1ccc(F)cc1)C1CCc2nnc(CN[S+](=O)([O-])c3ccccc3Cl)n21 (configuration not stated) the results were GPT2 inhibitor -4.7%, SNCA expr inhib 6.6%, IP6K1 inhibitor -6.6, NIH3T3 tox inactive, HEK293 viab 9.3% and HEK293 tox inactive.
Screening COc1ccccc1N1CCN(S(=O)(=O)c2cc(C(=O)Nc3ccc(Oc4ccccc4)cc3)ccc2F)CC1 returned SNCA expr inhib 6.0%, IP6K1 inhibitor 49.4 and HEK293 viab 12.4%.
